Screening results: PubChem, National Center for Advancing Translational Sciences (NCATS)
PTHR1 agonist: PTHR1 (human) receptor agonism; Q03431; HEK293 GP2 PTHR1 cells, GloSensor cAMP luminescence, 1 h; Potency, µM (highest dose often 115 µM), inactives show at the top dose activation, hits mostly activators; hit rate 0.075% among 410,000; AID 743266; further: potency means the concentration at half of the fitted maximal effect; nearly all actives have a fitted effect of over 55% in size; some results filed as inactive show a strong effect at the top dose; inactives centre near -15; many of its hits are not listed in these tables
Target sequence (Q03431 whole entry, looked up): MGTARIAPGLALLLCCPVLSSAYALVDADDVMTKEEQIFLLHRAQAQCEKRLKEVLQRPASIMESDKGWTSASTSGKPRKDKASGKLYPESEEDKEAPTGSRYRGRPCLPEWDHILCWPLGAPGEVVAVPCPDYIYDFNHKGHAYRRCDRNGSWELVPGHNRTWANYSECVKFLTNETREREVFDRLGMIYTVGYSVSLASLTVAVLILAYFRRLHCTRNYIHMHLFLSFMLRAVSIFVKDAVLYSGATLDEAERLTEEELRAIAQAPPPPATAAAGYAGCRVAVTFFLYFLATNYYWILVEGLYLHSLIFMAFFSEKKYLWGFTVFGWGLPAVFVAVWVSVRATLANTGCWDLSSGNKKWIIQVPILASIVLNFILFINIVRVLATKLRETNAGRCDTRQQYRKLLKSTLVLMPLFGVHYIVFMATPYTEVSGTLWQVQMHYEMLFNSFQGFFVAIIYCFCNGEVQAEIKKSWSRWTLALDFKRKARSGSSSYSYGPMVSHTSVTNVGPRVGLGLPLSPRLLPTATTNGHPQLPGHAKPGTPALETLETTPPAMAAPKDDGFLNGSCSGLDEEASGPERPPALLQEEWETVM
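HEK-293-derived GP2 cells expressing PTHR1 and a GloSensor cAMP reporter, 3,000/well, plated overnight, given luciferin plus IBMX (each 0.5 mM as added) for 1 h at 37 °C, then compound for 1 h at 37 °C. Luminescence was read after 15 min at room temperature.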
pAkt inh: Akt phosphorylation inhibition; Neuro2A IGF-stimulated pAkt S473 HTRF, 20 min; active compounds read low; hit rate 0.32% among 360,000; AID 651550; activity change, % for hits at 50 µM; in the data active means activity change below about -80%; inconclusive means mostly about -51% to -80%; further: on the % scale 0 is the no-effect control and ±100 the full control effect
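Neuro2A cells in DMEM with 0.5% FBS, overnight at 37 deg C, given compound at single 50 µM final, then IGF (6 nM final) for 20 min at 37 deg C. Lysed; phospho-Akt Ser473 by HTRF after 24 h, 665/615 ratio.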
HEK293 tox: cytotoxic in the GLP-1 receptor inverse agonist counter-screen; HEK293 cAMP-luciferase reporter cells, luminescence, 24 h; Potency, µM (series often up to 38.3 µM), for the others: top-dose activity change, negative = inhibition, actives largely listed as inhibitors; hit rate 0.13% among 410,000;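 further: loss of luciferase light is scored as toxicity; potency means the concentration at half of the fitted maximal effect; on the % scale 0 is the no-effect control and ±100 the full control effect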
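Quantitative HTS format, 1536 wells, 200 cells/uL seeded. Compounds: 23 nL, 24 h, 37 °C. Detection: luciferase reagent, luminescence at 12 min RT; decreased signal taken as cytotoxic.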
GLP-1R inv ag: GLP-1 receptor (human) inverse agonism. hit rate 1.6% among 410,000. HEK293 GLP-1R CRE-luciferase, luminescence, 24 h; GLP-1R form is constitutively active. Potency, µM (doses to about 38.3 µM), for the others: at the top dose activity change, negative = inhibition, hits mostly inhibitors. P43220; further: potency means the concentration at half of the fitted maximal effect; on the % scale 0 is the no-effect control and ±100 the full control effect; nearly all actives have a fitted effect of over 55% in size
Target sequence (P43220 whole entry, looked up): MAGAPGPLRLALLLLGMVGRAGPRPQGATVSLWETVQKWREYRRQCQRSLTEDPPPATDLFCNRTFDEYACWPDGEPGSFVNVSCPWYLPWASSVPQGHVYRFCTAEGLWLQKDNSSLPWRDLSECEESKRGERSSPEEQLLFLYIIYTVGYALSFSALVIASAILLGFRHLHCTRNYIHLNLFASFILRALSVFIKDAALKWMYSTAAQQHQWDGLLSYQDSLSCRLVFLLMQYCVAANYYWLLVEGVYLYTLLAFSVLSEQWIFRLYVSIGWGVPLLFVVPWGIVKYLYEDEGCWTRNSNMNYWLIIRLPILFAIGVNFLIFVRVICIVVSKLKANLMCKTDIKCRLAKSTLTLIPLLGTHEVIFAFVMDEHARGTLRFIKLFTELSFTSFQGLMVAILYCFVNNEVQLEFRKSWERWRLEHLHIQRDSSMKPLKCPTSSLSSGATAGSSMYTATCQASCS
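Assay principle: reduced luminescence from a cAMP-responsive reporter in HEK293 cells co-expressing a constitutively active GLP-1R. Conditions: 24 hr compound incubation, 37 deg C, 5% CO2.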
FUS yeast rescue: rescues growth of FUS-expressing yeast; S. cerevisiae FUS-expressing, growth rescue, OD600, 24 h; Potency, µM (titrated, usually from 76.6 µM), without a hit: at the top dose growth rescue (activation), most hits filed as activators; hit rate 0.24% among 390,000;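 further: potency means the concentration at half of the fitted maximal effect; plate controls were DMSO vehicle for no effect and reference control for full effect; nearly all actives have a fitted effect of over 55% in size; some results filed as inactive show a strong effect at the top dose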
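Quantitative HTS measuring growth restoration of FUS-toxic yeast. Galactose-induced cells (OD 0.005) were exposed 24hr at 30C to compounds at several concentrations, then absorbance at 600 nm was recorded.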
MmCpn inh: blocks the Methanococcus maripaludis chaperonin Mm-Cpn; purified Mm-Cpn ATPase, ADP Transcreener TR-FRET; Potency, µM (highest dose often 76.9 µM), for the others: at the highest dose activity, negative = inhibition, usual class: inhibitors; hit rate 0.031% among 330,000; AID 504842; further: potency means the concentration at half of the fitted maximal effect; on the % scale 0 is the no-effect control and ±100 the full control effect; nearly all actives have a fitted effect of over 80% in size
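Reaction buffer contained 30 mM Tris pH 7.4, 100 mM KCl, 5 mM MgCl2 and 1 mM DTT. Mm-CPN (25 nM final) hydrolysed 10 uM ATP over 30 min at 37°C; ADP was read by HTRF.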
TDP-43 yeast inh: TDP-43 toxicity inhibition in yeast. TDP-43 expressing yeast growth rescue, BacTiter-Glo, 24 h. Potency, µM (titrated, usually from 46.1 µM), for the others: at the highest dose growth rescue (activation), actives largely listed as activators. hit rate 1.8% among 410,000. AID 652104; further: potency means the concentration at half of the fitted maximal effect; % of control where 0% means no effect; nearly all actives have a fitted effect of over 50% in size
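In this qHTS, compounds that restore growth of yeast expressing TDP-43 appear as activators. Cells (OD600=0.02, galactose medium, raffinose-pregrown) are incubated with compound 24 hr at 30 deg C and growth is quantified by BacTiter-Glo.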
Abeta rescue: restores growth of yeast expressing A-beta42 peptide; Potency, µM (titrated, usually from 46.1 µM), inactives show at the highest dose growth rescue, most hits filed as activators; yeast expressing A-beta42, growth rescue, OD600, 48 h; response scale: 0% DMSO, 100% iron-clioquinol control; hit rate 0.063% among 410,000; further: potency means the concentration at half of the fitted maximal effect; nearly all actives have a fitted effect of over 55% in size
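Yeast A-beta toxicity model in growth medium with pinned compounds, 48 h at 30 C; growth read as absorbance at 600 nm. Normalized to FeCl3/clioquinol equimolar mix (positive) and DMSO (negative).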
aSyn yeast inh: alpha-synuclein toxicity inhibition in yeast; Yeast expressing alpha-synuclein, growth rescue, BacTiter-Glo, 24 h; Potency, µM (series often up to 46.1 µM), for the others: at the top dose growth rescue (activation), most hits filed as activators; hit rate 0.14% among 370,000; further: potency means the concentration at half of the fitted maximal effect; % of control where 0% means no effect; nearly all actives have a fitted effect of over 65% in size
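Rescue of yeast growth: cells expressing toxic alpha-synuclein, induced in galactose at OD600 0.02, incubated with compound 24 h at 30 C. ATP luminescence quantified growth; inhibitors of toxicity appear as activators.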
Active calls of the source: *; i = inactive; ? = inconclusive; . = not tested or not shown; [ ] = remark or other dose. Unless noted, the call rests on the fitted dose curve; in most records, active means well fitted curve in the direction sought with a large enough effect; inconclusive means small, poorly fitted or top-dose-only effect, or another doubt; inactive means no such curve, though single readings can be large; an effect the other way counts as inactive or inconclusive.

SMILES	PTHR1 agonist	pAkt inh	HEK293 tox	GLP-1R inv ag	FUS yeast rescue	MmCpn inh	TDP-43 yeast inh	Abeta rescue	aSyn yeast inh
CC(=O)NCCNc1nc2cc(-c3cnn(CCC(C)C)c3)sc2c(=O)n1C	-25%	i	-4%	26%	11%	.	18%	5%	-5%
CC(C)(C)c1ccc(SCCc2ccccn2)cc1	-31%[inhibitor]	i	-2%	?	-11%	1%	1%	4%	12%
CCN(CC)CCNC(=O)c1sc2ncccc2c1-n1cccc1	-13%	.	0%	1%	3%	.	13%	-13%	.
CC(C)=C(C#N)c1nc2ccccc2s1	-6%	i	1%	-1%	2%	0%	-5%	1%	6%
CC(C)c1ccc(NC(=S)NNC(=O)c2cccs2)cc1	-16%	i	18%	14%	11%	0%	?	13%	7%
N#CC1=C2C=Cc3ccccc3N2CCCC1=O	-10%	i	0%	31%[activator]	4%	1%	0%	-15%	0%
O=C1Nc2ccccc2N=C(c2ccccc2)C1N(Cc1ccc(F)cc1)C(=O)c1cccnc1 (stereo not given)	-79%[inhibitor]	i	0%	-15%	29%	.	16%	3%	3%
O=C(O)c1cccc(Nc2nc(N3CCOCC3)nc(N3CCOCC3)n2)c1	-26%	?	8%	0%	11%	-2%	-14%	-10%	-7%
Cn1c(CCN2CCCCC2)nc2cc(NC(=O)COc3ccc(Cl)cc3)ccc21	-18%	i	?	?	23%	1%	2%	0%	8%
Nc1nc(Nc2ccccc2)nc(N2CCOCC2)c1[N+](=O)[O-]	3%	i	1%	18%	.	-1%	1%	-7%	2%
CN1CCN(NC(=O)c2cc(Br)ccc2Cl)CC1	i	i	-7%	3%	27%	0%	0%	-2%	-5%
O=C(Nc1cc(S(=O)(=O)Nc2ccccc2Cl)ccc1O)c1cc2c(s1)CCCC2	-94%[inhibitor]	i	-4%	-18%	-2%	1%	5%	-7%	-3%
COc1ccc(-n2nnnc2SCC(=O)N2C(C)CCCC2C)c(OC)c1 (stereo not given)	19%[57.5 µM]	i	-11%	-11%	22%	1%	-16%	-8%	14%
CCN(CC(=O)Nc1ccc(N2CCOCC2)cc1)C(=O)COc1ccccc1OC	-8%	i	-3%	34%[activator]	4%	-1%	-31%	-7%	-23%
Cc1nc(N)c(CC(Br)CBr)c(Cl)n1 (stereo not given)	-22%	i	-6%	-28%	-13%	1%	20%	-7%	3%
O=C(/C(=C/O)N=Nc1ccccc1)c1ccco1	i	i	-22%	-26%	-14%	?	-64%[inhibitor]	-64%[inhibitor]	-40%[inhibitor]
CC1Sc2ccc(C(=O)Nc3ccccc3OC(F)F)cc2NC1=O (stereo not given)	-21%	i	0%	-6%	6%	1%	22%	6%	4%
O=C(Nc1cccnc1)C1CCCN(S(=O)(=O)c2ccccc2)C1 (stereo not given)	i	.	-7%	-19%	13%	0%	-10%	-2%	-16%
COCCn1c(=O)[nH]c2cc(C(=O)NCCc3ccc(S(N)(=O)=O)cc3)ccc2c1=O	i	i	-5%	-4%	14%	-2%	-10%	5%	0%
COC(=O)c1cc(-c2ccccc2)n(CCN)c1C	-12%	i	-31%	-2%	-5%	.	-10%	-14%	-19%
CCc1ccc(C(=O)NCc2cnn(C)c2)s1	i	i	5%	0%	8%	-5%	.	2%	0%
O=C(OCc1cn([C@@H]2C[C@H](c3ccc(Cl)cc3)N(Cc3cccs3)C[C@H]2O)nn1)c1ccccc1	-9%	i	4%	18%	-12%	.	0%	-3%	0%
CCCCOC(=O)Nc1nccs1	-6%[57.5 µM]	i	-8%	5%	-5%	0%	-1%	-5%	3%
COC(=O)Nc1nc2c(s1)CCCC2	-2%[57.5 µM]	.	-19%	0%	7%	1%	-19%	10%	2%
O=C(CSc1nnc(-c2ccccc2)c(-c2ccccc2)n1)Nc1ccc(Br)cn1	-4%	i	-5%	?	13%	-6%	24%	-5%	-4%
CCn1ccnc1CNC(=O)C1CCC(=O)N(Cc2ccccc2F)C1 (stereo not given)	-14%	i	20%	33%[activator]	-2%	-6%	11%	19%	-2%
CCN(CC)C(=O)C1CCCN(Cc2ccccc2F)C1 (stereo not given)	2%[57.5 µM]	i	-11%	5%	7%	2%	-3%	-12%	-5%
CCc1cc(C(=O)N=Nc2c(O)[nH]c3c(Br)cc(Br)cc23)c2ccccc2n1	-24%	i	-10%	13%	3%	2%	0%	3%	3%
C/C=C/C=C\C(=O)Nc1cccc(C2=NOC3(C2)C[C@H](C(N)=O)N(C(=O)/C=C/C)C3)c1 (stereo not given in full)	17%	i	4%	13%	39%	1%	-13%	-6%	-14%
O=C(Nc1ccc(S(=O)(=O)N2CCCC2)cc1Cl)C1=COCCO1	0%[57.5 µM]	i	0%	2%	0%	1%	-15%	11%	-3%
Cc1ccc(NC(=O)CN2CCC(C(N)=O)CC2)cc1[N+](=O)[O-]	-17%	i	-21%	3%	-18%	-2%	16%	1%	-1%
CCCn1c(=O)c2c(nc3n2CC(C)CN3Cc2ccccc2)n(C)c1=O (stereo not given)	-9%	i	5%	-16%	?	-1%	9%	.	-1%
N#C/C(=C(/O)c1ccco1)c1nc2ccccc2[nH]1	i	i	-2%	54%[activator]	11%	0%	-5%	6%	1%
COc1ccccc1C(=O)NCCC(=O)NCc1ccccn1	-24%	i	8%	6%	-1%	1%	20%	-13%	0%
CCCCOC(=O)Cn1c(=O)c2c(nc(Br)n2Cc2ccccc2)n(C)c1=O	-22%	i	10%	?	45%	-2%	15%	1%	1%
CCCc1c(O)nc(SC2CC(=O)N(c3ccc(OC)cc3)C2=O)[nH]c1=O (stereo not given)	i	i	-7%	28%	12%	0%	-31%[inhibitor]	-5%	-3%
CC1(C)CC(N2CCOCC2)=CC(=S)N1	-17%	i	3%	26%	-1%	.	-13%	-19%	-5%
COc1cc(C(=O)NC(c2ccccc2)c2ccccc2)cc(Cl)c1OC	-21%	i	-18%	-2%	.	1%	-17%	-2%	0%
C=CCc1ccc(OCC(O)CN2CCC(Cc3ccccc3)CC2)c(OC)c1 (stereo not given)	-16%	i	-5%	?	-6%	-1%	-12%	10%	3%
O=C(CN1CC(=O)Oc2ccccc21)OCC(=O)c1cccc(Br)c1	-9%[57.5 µM]	i	-13%	1%	17%	0%	-15%	-15%	-10%
c1cncc(-c2nn3c(Cn4nnc5ccccc54)nnc3s2)c1	i	i	7%	0%	15%	0%	-9%	8%	1%
Cc1ccc(F)cc1NS(=O)(=O)c1ccc(Cl)s1	-30%[inhibitor]	i	-7%	?	-4%	0%	35µM*	26%	13%[1.84 µM]
CCC1CCc2nc3sc(C(=O)Nc4cccc(F)c4)c(N)c3cc2C1 (stereo not given)	10%	.	2%	3%	3%	.	4%	-14%	.
Cc1cc(Br)ccc1NC(=O)CN(C)C(=O)c1ccccc1OCc1c(C)noc1C	i	i	-8%	-10%	6%	.	6%	3%	4%
Cc1ccc(C)c(C(O)c2ncc(-c3cccc4ccccc34)[nH]2)c1 (stereo not given)	i	i	-11%	-14%	-10%	.	14%	-12%	0%
COc1ccccc1C(=O)NCCC(=O)Nc1ccc(S(=O)(=O)Nc2ncccn2)cc1	-16%	i	3%	16%	-4%	-5%	14%	-5%	2%
Fc1ccc(C(Nc2ccccn2)c2c[nH]c3ccccc23)cc1 (stereo not given)	-29%	i	2%	?	-23%	0%	20µM*	?	?
O=C(COc1ccc(Cl)cc1)NCc1nnc(SCC(=O)N2CCCC2)o1	-21%	i	-28%	3%	-7%	-1%	9%	8%	5%

Continued, overlapping the part above by 2 compounds.
SMILES	PTHR1 agonist	pAkt inh	HEK293 tox	GLP-1R inv ag	FUS yeast rescue	MmCpn inh	TDP-43 yeast inh	Abeta rescue	aSyn yeast inh
Fc1ccc(C(Nc2ccccn2)c2c[nH]c3ccccc23)cc1 (stereo not given)	-29%	i	2%	?	-23%	0%	20µM*	?	?
O=C(COc1ccc(Cl)cc1)NCc1nnc(SCC(=O)N2CCCC2)o1	-21%	i	-28%	3%	-7%	-1%	9%	8%	5%
COc1cccc(OC)c1C(=O)Nc1cccc(C(=O)Nc2cccc(C(=O)O)c2)c1	i	i	8%	-21%	1%	3%	-8%	-3%	-4%
Cc1ccc(Cn2ccnc2SCC(=O)Nc2ccccc2C(F)(F)F)cc1	-13%	.	-8%	-25%	3%	.	41%	?	.
Cc1ccc(S(=O)(=O)N2CCN(C(=O)CN3CCN(C)CC3)C2)cc1	16%	i	38%[activator]	7%	-9%	0%	-21%	-11%	-3%
CCCN1CCN(C(=O)Cn2nc(CC)n3c(cc4sccc43)c2=O)CC1	11%	i	10%	-1%	-3%	?	17%	-7%	0%
CCc1ccc(NC(=O)c2cc(=O)c3ccc(C)c(C)c3o2)cc1	i	.	-11%	?	10%	.	0%	-11%	.
CC12CC3CC1C(C(=O)O2)C3C(=O)O (stereo not given)	28%	i	63%	7%	.	.	-4%	-6%	2%
CCN(CC)C(=S)NCCc1ccccc1	-7%	i	12%	1%	18%	1%	-22%	17%	-4%
COCOc1cccc(CN2CCC(C)(Oc3cccc(C#N)c3)C2)c1 (stereo not given)	-2%	i	3%	?	-27%	.	-13%	-6%	-12%
Cc1ccc(-c2nnn(CC(=O)N(CC3CCCO3)C(C(=O)NC(C)(C)C)c3ccc(F)cc3)n2)o1 (stereo not given)	i	i	4%	0%	24%	1%	7%	13%	-6%

These rows are one share of the data; rates above refer to the full screens.
